# KCNQ2 inh: KCNQ2 potassium channel inhibitors, primary screen, cell-based, CHO-K1, FluxOR thallium flux, B-score (AID 2156); Potassium voltage-gated channel subfamily KQT member 2 (Rattus norvegicus), O88943; 20 min; hits give low values; B-score at 10 µM; 310,000 compounds, 1.1% hits;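 active = fluorescence ratio B-score at most minus 3 library SDs, with starting brightness B-score within 2 library SDs, cut at about -5.5 in these data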
# Kir21 inh: inhibitors of mouse Kir2.1 inward-rectifier potassium channel. HEK293-Kir2.1, FluxOR thallium flux fluorescence; hits give low values. Inward rectifier potassium channel 2 (Mus musculus), P35561. 310,000 compounds, 0.85% hits. AID 1672, 2009. B-score at 10 µM;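 active = fluorescence ratio B-score at or below minus 3 SD of library scores, with starting-brightness B-score within 2 SD, cut at about -4.2 in these data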;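 also: channel flux triggered by added potassium and thallium sulfate stimulus; B-score of peak minus minimum fluorescence over baseline after thallium stimulus; more negative B-score means stronger Kir2.1 block with less thallium influx; some compounds called inactive have numbers as strong as hits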
# Target sequence (P35561 whole entry, looked up): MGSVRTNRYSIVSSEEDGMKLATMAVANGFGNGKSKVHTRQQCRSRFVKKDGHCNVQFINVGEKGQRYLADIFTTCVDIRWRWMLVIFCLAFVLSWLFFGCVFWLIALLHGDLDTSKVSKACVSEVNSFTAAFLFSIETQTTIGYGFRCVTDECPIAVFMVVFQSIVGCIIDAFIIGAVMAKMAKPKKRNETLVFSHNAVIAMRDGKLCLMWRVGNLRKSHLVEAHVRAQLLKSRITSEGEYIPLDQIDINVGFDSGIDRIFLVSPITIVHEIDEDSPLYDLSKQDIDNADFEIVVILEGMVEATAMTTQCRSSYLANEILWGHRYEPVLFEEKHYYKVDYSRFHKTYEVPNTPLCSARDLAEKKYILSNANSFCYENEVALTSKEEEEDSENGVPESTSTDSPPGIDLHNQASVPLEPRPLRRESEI
# * hit, by the source's call; i = inactive.
SMILES,KCNQ2 inh,Kir21 inh
O=C(N/N=C/c1ccc(O)cc1)c1cc[n+](Cc2ccccc2)cc1,i,1.9
COc1ccc(-n2c(Cc3cc(=O)[nH]c(=O)[nH]3)nnc2SCC(=O)Nc2ccccc2)cc1,i,0.94
Cc1oc(C(C)(C)C)cc1C(=O)N1CCN(c2ncccc2C(F)(F)F)CC1,i,-0.05
Cc1ccc(-c2nnc(N3CCN(C(=O)CN4CCOCC4)CC3)c3ccccc23)cc1,i,0.49
COCc1cc(=O)[nH]c(SCC(=O)Nc2ccccc2)n1,i,0.62
COc1ccc(C2C(=O)N(C3CCCCC3)CC(=O)N2Cc2ccco2)cc1 (stereo unspecified),i,-0.79
CCCOc1c(Br)cc(C(=O)OCC(=O)NC2CC2)cc1OC,i,0.16
CCN1CCN(CCNC(=O)c2ccc(CS(=O)(=O)c3ccccc3C)o2)CC1,i,-0.47
CC(OC(=O)Cn1[nH]c(=O)c2ccccc2c1=O)C(=O)c1ccccc1 (stereo unspecified),i,-0.81
CCCCNCCOCCOc1ccc(Cl)cc1Br,i,-6.1*
CCOc1ccc(NC(=O)CN(C)C(=O)c2cc(S(=O)(=O)N(C)C)ccc2N2CCCC2)cc1OCC,i,-1.5
O=C(Nc1cccc(C(=O)Nc2cccc(Br)c2)c1)c1ccccc1,i,-1.4
Cc1ccc(C(=O)Nc2ccncc2)o1,i,-0.64
COc1ccccc1NC(=O)C1C2C=CC(C2)C1C(=O)NCc1cccnc1 (stereo unspecified),i,0.33
COc1cc(C(=O)N/C(=C\c2cn(C)c3ccccc23)C(=O)NCCCn2ccnc2)cc(OC)c1OC,i,-1.6
C/C(CC(=O)Nc1ccc(C)c(Cl)c1)=N\NC(=O)Cc1cnc(N)s1,i,-0.68
CCc1nnc(NC(=O)C2CCCN(c3nc(C)cc(C)n3)C2)s1 (stereo unspecified),i,0.74
CC(=O)NC(Cc1ccc(C)cc1)C(=O)NC1CCN(C(=O)c2cnccn2)CC1 (stereo unspecified),i,-1.4
CC(O)(C#CCN1CCCCC1)c1ccccc1 (stereo unspecified),i,-0.96
Cc1csc(NC(=O)C2CC(=O)N(c3ccc(C)c(C)c3)C2)n1 (stereo unspecified),i,1.3
Cc1ccc(CNC(=S)N2CCOCC2)cc1,i,-0.88
O=C(COC(=O)/C=C/c1cc(Br)ccc1F)Nc1ccc2[nH]c(=O)[nH]c2c1,i,-0.69
CCC(Sc1nc2cc(OC)c(OC)cc2c(=O)n1CCc1ccc(OC)c(OC)c1)C(=O)NCCOC (stereo unspecified),i,0.14
O=C(C1CCCC1)N1CCN(S(=O)(=O)c2cccc(Cl)c2Cl)CC1,i,0.88
CCN(CC)S(=O)(=O)c1cccc(-c2n[nH]c(=S)n2Cc2ccccc2)c1,i,-0.16

# Part of the list above, with values ahead of the structure.
KCNQ2 inh,Kir21 inh,SMILES
i,0.94,COc1ccc(-n2c(Cc3cc(=O)[nH]c(=O)[nH]3)nnc2SCC(=O)Nc2ccccc2)cc1
i,-0.79,COc1ccc(C2C(=O)N(C3CCCCC3)CC(=O)N2Cc2ccco2)cc1 (stereo unspecified)
i,-0.96,CC(O)(C#CCN1CCCCC1)c1ccccc1 (stereo unspecified)
i,-0.88,Cc1ccc(CNC(=S)N2CCOCC2)cc1
i,0.74,CCc1nnc(NC(=O)C2CCCN(c3nc(C)cc(C)n3)C2)s1 (stereo unspecified)
i,0.88,O=C(C1CCCC1)N1CCN(S(=O)(=O)c2cccc(Cl)c2Cl)CC1
i,0.62,COCc1cc(=O)[nH]c(SCC(=O)Nc2ccccc2)n1

# Back to the main list with the three entries that preceded the break.
SMILES,KCNQ2 inh,Kir21 inh
CCC(Sc1nc2cc(OC)c(OC)cc2c(=O)n1CCc1ccc(OC)c(OC)c1)C(=O)NCCOC (stereo unspecified),i,0.14
O=C(C1CCCC1)N1CCN(S(=O)(=O)c2cccc(Cl)c2Cl)CC1,i,0.88
CCN(CC)S(=O)(=O)c1cccc(-c2n[nH]c(=S)n2Cc2ccccc2)c1,i,-0.16
CC(=O)c1cccc(NC(=S)NC(=O)c2ccccc2)c1,i,-1.8
CCOc1ccc(N2C(=O)CC(N3CCN(c4ccccc4F)CC3)C2=O)cc1 (stereo unspecified),i,1.3
Cc1ccc2c(c1)N(CC(=O)NCCCN1CCCCC1C)C(=O)c1cccnc1O2 (stereo unspecified),i,-0.21
O=C(O)/C=C/C(=O)Nc1ccc(OC(F)(F)F)cc1Br,i,1.1
COc1ccc(N(Cc2cc3cccc(C)c3[nH]c2=O)S(=O)(=O)c2ccc(Cl)cc2)cc1,i,0.52
CC1=C(C(=O)OC2CCCCC2)C(c2ccc(C)o2)C2=C(CCCC2=O)N1 (stereo unspecified),i,0.64
C[C@@H]1C=C(C(=O)NC2CC2)O[C@H](OCc2ccc(CO)cc2)C1,i,-0.65
CCCn1nc(C(=O)NNC(=O)c2cccc(S(=O)(=O)NC(C)C)c2)c2ccccc2c1=O,i,0.49
COc1c(C)cc(Br)cc1C(=O)Nc1ccc(C)cc1[N+](=O)[O-],i,0.84
N#Cc1ccsc1NC(=O)CSc1ncn[nH]1,i,1.6
CC(C)Oc1ccccc1/C=N/NC(=O)C1CCCC1,i,1.4
COc1ccc(NC(=O)CSc2nc3ccsc3c(=O)n2CCCCCC(=O)O)cc1,i,2.8
CCOC(=O)CN(C(=O)CNC(=O)c1ccco1)C(C(=O)NC1CCCCC1)c1cccc(OC)c1 (stereo unspecified),i,1.3
COc1cccc(CN2C(=O)CCC2(C)C(=O)NC2CCCCC2)c1 (stereo unspecified),i,0.55
O=C(NCCCSc1ccccc1)c1cc(Cl)ccc1O,i,0.06
C(/CCc1ccccc1)=N\n1cnnc1,i,0.44
Cc1c(C#N)c2ncn(CCCN(C)C)c(=O)c2n1-c1ccccc1,i,-1.5
Cc1cc(SCc2ccccc2C)nc(=O)[nH]1,i,1.2
NNC(=O)c1ccc(COc2ccc3ccccc3c2)cc1,i,-1.1
O=C1NCCc2c1[nH]c1ccccc21,i,1.6
COc1ccc(-c2[nH]ncc2CN2CCC(O)(c3ccc(Cl)cc3)CC2)cc1,i,0.4
Cc1ccc(CCNC(=O)CNS(=O)(=O)c2ccc3nc(C)sc3c2)cc1,i,0.08
CCN1CCN(C(=O)CSc2nc3c(c(=O)n(C)c(=O)n3C)n2C)CC1,i,-1.8
CNc1ccccc1C(C)(C)c1cc(-c2ccco2)n[nH]1,i,-0.16
C=CCNC(=S)NNC(=O)C(CC(C)C)CC(C)O (stereo unspecified),i,-1

# Next entries.
SMILES,KCNQ2 inh,Kir21 inh
CCn1cc([N+](=O)[O-])c(C(=O)Nc2c(C)nn(Cc3c(F)c(F)c(F)c(F)c3F)c2C)n1,i,0.05
Cc1onc(-c2c(F)cccc2Cl)c1C(=O)Nc1cccc2nsnc12,i,0.15
CC(C)(C)C(=O)NCCc1nc2ccccc2n1CC(=O)c1ccccc1,i,-0.21
CCN(CC)C(=O)c1cncc(C(=O)N(CC)CC)c1-c1ccccc1,i,0.2
CCCOC(=O)/C(=C\C=C\c1ccccc1)NC(=O)c1ccccc1,i,0.49
O=C1CCCc2ccccc2N1Cc1ccccc1,i,-0.91
O=C(CSc1nnc(COc2ccc(Cl)cc2)o1)NC1CCCCC1,i,-1.1
CCCCOc1ccc(C(=O)NCCCC(=O)N2CCCCC2)cc1,i,0
COc1ccc(S(=O)(=O)Nc2nnc(C(C)C)s2)cc1,i,0.36
O=C(/C(=N/N=C/c1ccc(O)c(O)c1O)c1ccccc1)c1ccccc1,i,-0.41
O=C(NC1CCCc2ccccc21)C1CCN(S(=O)(=O)c2ccccc2F)CC1 (stereo unspecified),i,0.55
O=C(CSc1ccc(Cl)cc1)N1CCC(c2nc3ccccc3s2)CC1,i,0.26
Cc1c2cnn(CC(=O)NCCN3CCOCC3)c(=O)c2c(C)n1Cc1ccc(F)cc1,i,-0.29
NC(=O)C1CCN(C(=S)NC2CC3C=CC2C3)CC1 (stereo unspecified),i,1.4
C=CCn1c(CCCOc2ccc(Cl)cc2Cl)nnc1SCC(=O)Nc1nccs1,i,-1.4
CCCn1nnc(NC(=O)c2cccc(OCC)c2)n1,i,2.1
CCCN1CCN(C(=S)Nc2ccc(SC(F)F)cc2)CC1,i,-1.5
CSCCC(NC(N)=O)C(=O)N(C)CC(=O)Nc1ccc(C)cc1 (stereo unspecified),i,0.14
COc1cc(C=C2C(=O)OC(c3ccccc3)OC2=O)cc(Br)c1O (stereo unspecified),i,0.01
CCN(CC(=O)NCc1ccc(F)cc1)C(=O)COc1ccc(C)c(C)c1,i,-2.6
COc1ccc(N2CCN(c3n[nH]c(N)n3)CC2)cc1,i,-0.42
Cc1ccc(-n2nc3c(c2NC(=O)CC(C)C)CS(=O)(=O)C3)cc1,i,1.6
Cc1ccc(/C(N)=N/OC(=O)c2ccc(C)cc2Cl)cc1,i,0.83
COc1ccc(C2C(C(C)=O)=C(O)C(=O)N2c2ccc(Br)cc2)cc1 (stereo unspecified),i,0.18
O=C(O)c1ccc(NS(=O)(=O)c2ccc(N3C(=O)CCC3=O)cc2)cc1,i,0.01

# Part of the list above in a different format.
SMILES | KCNQ2 inh | Kir21 inh
Cc1ccc(/C(N)=N/OC(=O)c2ccc(C)cc2Cl)cc1 | i | 0.83
COc1ccc(C2C(C(C)=O)=C(O)C(=O)N2c2ccc(Br)cc2)cc1 (stereo unspecified) | i | 0.18

# (next part)
SMILES,KCNQ2 inh,Kir21 inh
CCOc1ccc(CNc2nc3ccccc3n2CCN2CCOCC2)cc1,i,0.79
CCOc1ccc(N2C(=O)CC(SC(=NC)Nc3cccc(F)c3)C2=O)cc1 (stereo unspecified),i,0.68
COCCOC(=O)c1c(C)oc2ccc(OC(=O)c3cccs3)cc12,i,0.22
O=C(NCC1CCCO1)c1cc2c([nH]c3ccccc32)c(-c2cccc(Cl)c2)n1 (stereo unspecified),i,-1.9
CCC(=O)N(Cc1cc(=O)[nH]c2ccccc12)C1CCCCC1,i,0.74
Cc1cc(C)c2cc(C(=O)N3CCC(Cc4ccccc4)CC3)[nH]c2c1,i,-1.7
COc1cc2c(cc1NC(=O)CSCC(=O)O)oc1ccccc12,i,-0.75
N#CCCn1nc(-c2ccc([N+](=O)[O-])cc2)cc1Nc1ccccc1NC(=O)C(F)(F)F,i,-0.05
CN(CC(=O)Nc1cccc(F)c1)C(=O)c1ccc(OCC2CCCO2)cc1 (stereo unspecified),i,-1
O=C(CN(c1cccc(Cl)c1)S(=O)(=O)c1ccccc1)NN=C1CCCC1,i,1.1
CCCC1(C(=O)OC)NC(c2ccco2)C2C(=O)N(C)C(=O)C21 (stereo unspecified),i,-0.18
COc1cc(OC)cc(OCC(O)Cn2ccnc2C)c1 (stereo unspecified),i,-0.54
Cn1c(=O)c(C(=O)NNC(=O)c2ccccc2Cl)c(O)c2ccccc21,i,-1.6
COc1ccc(CNC(=O)c2noc(C(C)C)c2[N+](=O)[O-])cc1,i,0.16
COc1cccc(/C=C/C(=O)NCc2cn3cc(Cl)ccc3n2)c1OC,i,-0.01
O=C(NN=C1CCCC1)c1cc(-c2ccc(F)cc2)nc2ccccc12,i,1.2
O=C(Nc1ccc(N2CCOCC2)cc1)c1cccc(S(=O)(=O)N2CCCCCC2)c1,i,0.15
CCCCOC(=O)/C(=C\c1ccc([N+](=O)[O-])o1)NC(=O)c1ccccc1,i,0.04
CCCCS(=O)(=O)C1CCS(=O)(=O)C1 (stereo unspecified),i,-0.84
Cc1ccccc1NC(=O)Nc1cc(-c2ccccc2)nn1C,i,1.1
COc1ccccc1NC(=O)O/N=C(\N)c1ccccc1,i,-0.66
COc1ccc(N2CCN(C(CNC(=O)CC(C)(C)C)c3ccc4c(c3)OCO4)CC2)cc1 (stereo unspecified),i,1.5
Cc1nn(Cc2ccccc2)c(Cl)c1/C=N/NC(=O)CNc1cccc(C(F)(F)F)c1,i,-0.02
CC1Cc2ccccc2N1C(=O)CN1CCC(n2nnc3cc(C(F)(F)F)ccc32)CC1 (stereo unspecified),i,0.04
O=c1ccc2cc3ccoc3cc2o1,i,-1.5

# Additional entries:
SMILES,KCNQ2 inh,Kir21 inh
CC(C)NCCCOc1ccc(C(C)(C)c2ccccc2)cc1,i,-2.4
CC1CCCN(S(=O)(=O)c2ccc3c(c2)c(=O)nc2ccc(Cl)cn23)C1 (stereo unspecified),i,0.42
Cc1cc(N2C(=O)C(O)=C(C(=O)c3ccco3)C2c2ccccc2F)no1 (stereo unspecified),i,-0.44
CCOC(=O)C1=C(C)NC(=O)NC1/C=C/c1ccccc1 (stereo unspecified),i,-1.2
CC(=O)c1ccc(NC(=O)Cn2cnc(S(=O)(=O)N3CCCC3)c2)cc1,i,-0.68
CCOC(=O)C1CCCN(Cc2ccc3c(c2)OCO3)C1 (stereo unspecified),i,-0.05
CN(CC(=O)O)Cc1nc2ccccc2[nH]1,i,0.33
CCN(C(=O)CCN1C(=O)S/C(=C\c2ccccc2)C1=O)C1CCS(=O)(=O)C1 (stereo unspecified),i,-2
CC1CCN(CCNC(=S)Nc2ccc(Cl)cc2)CC1,i,-0.4
CCCSc1nnc2nc(C)cc(C)n12,i,0.56
O=c1c2ccccc2c(C=Nc2ccc(S(=O)(=O)Nc3ncccn3)cc2)c(O)n1-c1cccc(Cl)c1,i,0.1
COC(=O)Cn1c(C)nc(=O)c(-c2ccccc2)c1C,i,0.29
CSCC[C@H](NC(=O)N1CCn2c1nc1ccccc12)C(=O)NC1CC1,i,0.2
CC(=O)Nc1sc2c(c1CN1CCCC1)CCCC2,i,0.14
O=c1cc(CSc2nnc3ccccn23)c2c(ccc3ccccc32)o1,i,-0.1
CCCN(C(=O)Cn1ncc2c([nH]c3ccccc32)c1=O)c1ccccc1C,i,-1.1
CCCn1nnnc1NCc1ccc(N(C)C)cc1,i,1.5
CCOC(=O)[C@@H]1[C@H]2COc3cc(OC)ccc3[C@@H]2N2C(=O)N(c3cccc(F)c3)C(=O)[C@]12C,i,-0.1
COc1ccc(N2CCN(C(CNS(=O)(=O)c3cccs3)c3cccnc3)CC2)cc1 (stereo unspecified),i,-0.75

# Screening results from PubChem.
